Tau fluor cs – counter-screen for tau fibril formation inhibitors; tau K18 P301L Alexa594 fluorescence, heparin fibrillization; Potency, µM (highest dose often 57.7 µM), inactives show at the top dose activity change, negative = decrease; hit rate 0.93% among 280,000; AID 1463; further: on the % scale 0 is the no-effect control and ±100 the full control effect; nearly all actives have a fitted effect of over 55% in size
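Human K18 P301L tau (15 uM unlabeled plus 0.24 uM Alexa 594-labeled, final) in 100 mM sodium acetate pH 7 was mixed with compound and 20 uM heparin and incubated 6 hr at 37 C.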
HTT cytoprotect – protects HTT-Q103 PC12 cells, measured by ATP. PC12 HTT-Q103 induced, cytoprotection, ATP luminescence, 40 h. Potency, µM (doses to about 56.4 µM), inactives show cytoprotection (ATP increase), actives largely listed as activators. hit rate 0.14% among 230,000;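 further: % of control where 0% means no effect; nearly all actives have a fitted effect of over 45% in size; toxic huntingtin expression switched on by the ecdysone agonist tebufenozide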
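Huntington model: PC12 line, ecdysone-inducible HTTQ103 exon1–GFP, tebufenozide 100 nM. Test articles in a dose series. Endpoint luminescence from cellular ATP.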
SMN2 splice up – enhancers of SMN2 splice variant expression; Potency, µM (top dose mostly 46.1 µM), inactives show at the highest dose activity change, positive = activation, most hits filed as activators; AID 1458; hit rate 2.8% among 210,000; HEK293 SMN2-luciferase splicing reporter, luminescence, 30-36 h; further: % of control where 0% means no effect; nearly all actives have a fitted effect of over 55% in size
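HEK293 cells carry an SMN2 minigene-luciferase reporter in which exon 7 inclusion puts luciferase in frame. Cells were seeded at 2000 cells/well, attached for 10-12 hours, then exposed to compounds for 30-36 hours at 37C before ONE-Glo luminescence.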
KDM4E inh – inhibitors of human JMJD2E histone demethylase | JMJD2E catalytic domain, FDH-coupled NADH fluorescence (FDH is formaldehyde dehydrogenase) | Potency, µM (doses to about 57.1 µM), inactives show top-dose activity change, negative = inhibition, actives largely listed as inhibitors | B2RXH2 | hit rate 1.6% among 230,000; active means well fitted inhibition curve with a large enough effect, not every such curve was filed as active; inconclusive means small, poorly fitted or top-dose-only effect, or another doubt; inactive means no such curve, though single readings can be large or run the other way;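 further: 0% = wells with enzyme and -100% = buffer wells without enzyme; nearly all actives have a fitted effect of over 50% in size; many of its hits are not listed in these tables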
Target sequence (B2RXH2 1-337 limits assumed): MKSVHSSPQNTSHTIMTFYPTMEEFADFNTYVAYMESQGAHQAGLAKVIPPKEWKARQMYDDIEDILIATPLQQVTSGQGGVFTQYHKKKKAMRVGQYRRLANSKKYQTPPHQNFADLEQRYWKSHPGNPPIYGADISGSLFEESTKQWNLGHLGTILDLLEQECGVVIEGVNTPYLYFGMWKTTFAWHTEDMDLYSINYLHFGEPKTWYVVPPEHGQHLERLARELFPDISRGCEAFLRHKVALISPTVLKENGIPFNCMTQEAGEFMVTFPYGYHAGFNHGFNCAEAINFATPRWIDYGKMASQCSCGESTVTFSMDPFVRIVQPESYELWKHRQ
Tau ThT inhib – tau fibrillization inhibition (ThT binding); P10636; recombinant tau K18 P301L (four-repeat tau fragment), heparin-induced fibrillization, ThT fluorescence; Potency, µM (top dose mostly 57.4 µM), without a hit: top-dose activity, negative = inhibition, most hits filed as inhibitors; hit rate 2.1% among 270,000; further: on the % scale 0 is the no-effect control and ±100 the full control effect; nearly all actives have a fitted effect of over 55% in size
Target sequence (P10636 561-689 P618L limits assumed): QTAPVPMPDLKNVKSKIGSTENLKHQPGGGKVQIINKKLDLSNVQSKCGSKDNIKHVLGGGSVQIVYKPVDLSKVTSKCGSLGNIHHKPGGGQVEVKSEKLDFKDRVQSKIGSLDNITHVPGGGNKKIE
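Heparin-induced fibrillization of the P301L-mutant K18 repeat-domain fragment of human tau was followed by ThT binding in quantitative high-throughput format.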
ALDH1A1 block – inhibitors of human aldehyde dehydrogenase 1A1; hit rate 7.3% among 220,000; P00352; Potency, µM (series often up to 75.3 µM), inactives show top-dose activity, negative = inhibition, hits mostly inhibitors; Purified ALDH1A1, NADH fluorescence, propionaldehyde substrate; AID 1030; active means well fitted inhibition curve with a large enough effect, not every such curve was filed as active; inconclusive means small, poorly fitted or top-dose-only effect, or another doubt; inactive means no such curve, though single readings can be large or run the other way;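 further: plate controls were no enzyme wells and a reference inhibitor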
Target sequence (P00352 whole entry, looked up): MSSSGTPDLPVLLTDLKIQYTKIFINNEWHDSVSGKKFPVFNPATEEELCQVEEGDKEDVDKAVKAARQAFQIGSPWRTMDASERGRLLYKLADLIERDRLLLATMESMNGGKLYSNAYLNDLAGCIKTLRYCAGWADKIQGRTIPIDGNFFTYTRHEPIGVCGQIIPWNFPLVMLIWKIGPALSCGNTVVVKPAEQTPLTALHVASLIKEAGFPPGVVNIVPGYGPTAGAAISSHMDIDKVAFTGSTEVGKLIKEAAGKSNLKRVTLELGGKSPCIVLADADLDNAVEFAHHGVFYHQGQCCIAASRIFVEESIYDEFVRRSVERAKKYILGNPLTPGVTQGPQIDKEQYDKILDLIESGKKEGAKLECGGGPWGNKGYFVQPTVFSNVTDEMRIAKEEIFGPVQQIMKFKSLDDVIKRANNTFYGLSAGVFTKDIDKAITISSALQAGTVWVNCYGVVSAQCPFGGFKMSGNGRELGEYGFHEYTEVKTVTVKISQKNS
Tau fibril FP – blocks human tau fibril formation measured by polarization; P10636; K18 P301L tau heparin fibrillization, Alexa594 FP, 6 h; Potency, µM (doses to about 57.7 µM), for inactives: at the top dose activity, negative = inhibition, most hits filed as inhibitors; hit rate 0.39% among 280,000; AID 1468; further: on the % scale 0 is the no-effect control and ±100 the full control effect; nearly all actives have a fitted effect of over 55% in size
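Quantitative HTS format: compounds meet 15 uM recombinant K18 P301L tau and Alexa 594-tau tracer in 100 mM sodium acetate pH 7; 20 uM heparin triggers fibrillization at 37 C over 6 hr; FP gives the signal.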
HTT aggregate – inhibitors of mutant huntingtin aggregate formation in PC12 cells | PC12 HttQ103-GFP aggregates, Acumen cytometry, 40 h | Potency, µM (highest dose often 46.1 µM), for the others: top-dose activity change, negative = inhibition, hits mostly inhibitors | hit rate 1.1% among 220,000 | AID 1688; further: on the % scale 0 is the no-effect control and ±100 the full control effect; nearly all actives have a fitted effect of over 60% in size
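PC12 cells with ecdysone-inducible HTT exon1 Q103-GFP, induced by 100 nM tebufenozide, given compounds in a concentration series. GFP aggregates (1–25 um, 6 SD above background) counted in lysates by laser-scanning cytometry, 488 nm excitation.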
An asterisk follows results filed as active; u = inconclusive; x = not tested or not shown; [ ] = remark or other dose. Unless noted, the call rests on the fitted dose curve; in most records, active means well fitted curve in the direction sought with a large enough effect; inconclusive means small, poorly fitted or top-dose-only effect, or another doubt; inactive means no such curve, though single readings can be large; an effect the other way counts as inactive or inconclusive. Potency means the concentration at half of the fitted maximal effect. Not all compounds are listed (hit frequency here may not be typical).

SMILES	Tau fluor cs	HTT cytoprotect	SMN2 splice up	KDM4E inh	Tau ThT inhib	ALDH1A1 block	Tau fibril FP	HTT aggregate
O=C(C1=NN[C@@H]2C(=O)N(c3cccc(F)c3)C(=O)[C@H]12)c1cnccn1	-5%	-20%[10 µM]	x	u	u	6.3µM*	-7%	6%[9.22 µM]
COc1ccccc1/C=C(/C#N)C(=O)O	-9%	6%[10 µM]	x	u	9%	0%	1%	8%[9.22 µM]
CCN(CC)S(=O)(=O)c1ccc(OC)c(NC(=O)C2CC(=O)N(c3ccc(C)cc3)C2)c1 (stereo unspecified)	-9%	-10%[10 µM]	-7%	-5%	-2%	-11%	-6%	6%
COc1ccc(C(CC(=O)NCC(OC)OC)NS(=O)(=O)c2ccc(Cl)cc2)cc1 (stereo unspecified)	-6%	-26%	x	8%	-9%	1%	1%	6%
COc1ccc(CNC(=O)CCSCc2cccc(Cl)c2)cc1	-14%	26%[10 µM]	-3%	2%	-6%	u	7%	7%
Cc1cc(C)nc(N(C#N)CN2C(=O)c3ccccc3S2(=O)=O)n1	-17%	-17%	-13%	23%	u	u	-13%	13%
CC1(C)CC(=O)C2=C(C1)C(c1cn(-c3ccccc3)nc1-c1ccccc1)C(C#N)=C(N)O2 (stereo unspecified)	-22%	8%[1.9 µM]	10%	1%	-13%	-8%	-7%	19%
CS(=O)(=O)N1CCN(c2ccc(NC(=O)c3cccnc3Cl)cc2)CC1	-4%	0%	20%	6%	-1%	2%	0%	u
CCOc1cc(-c2ccc(OC(=O)c3ccc(OC)cc3)c(OC)c2)cc(=O)c2c(C)oc(C)c12	-24%	x	-10%	x	u	x	-13%	x
CCNC(=S)Nc1ccc(OC(F)(F)F)cc1	-9%	-21%	24%	3%	-7%	5%	4%	-6%
COc1ccccc1N1CCN(C(=O)c2cc(C3CC3)on2)CC1	-4%	-14%[10 µM]	15%	-2%	-2%	-6%	3%	-6%
CO/N=C(\CS(=O)(=O)Cc1ccc(OC)cc1)c1ccc(Cl)cc1	-10%	-31%	-27%	1%	-3%	4%	-3%	12%
COc1cc2c(OC(C)=O)c3c(c(-c4ccc5c(c4)OCO5)c2cc1OC)C(=O)OC3	u	-66%[inhibitor][10 µM]	x	u	u	u	11%	-19%[9.22 µM]
CC(C)CNC(=S)NNC(=O)c1nn(C)cc1Cl	4%	-2%[10 µM]	-15%	-30%	-3%	11%	0%	-2%
CN1CCN(NC(=O)CSc2ccc(Cl)cc2Cl)CC1	-3%	-20%	1%	-2%	-2%	5%	0%	-6%
CSc1ccccc1C(=O)Nc1ccccc1C(=O)N1CCCC1	5%	21%[10 µM]	-8%	3%	-1%	12%	1%	9%
CC(C)(C)C(=O)OCc1nc(-c2ccc(Cl)cc2)cs1	-10%	7%[10 µM]	x	-6%	-7%	7%	7%	5%[9.22 µM]
CC(=O)OC[C@@H]1O[C@@H](O/N=C2/C[C@@H](O)[C@@H](O)[C@@H]3[C@@H]4C(=O)N(Cc5ccccc5)C(=O)[C@H]4CC[C@H]23)[C@H](OC(C)=O)[C@H](OC(C)=O)[C@@H]1OC(C)=O	-13%[11.6 µM]	-16%[10 µM]	x	x	-13%[11.5 µM]	-6%[13.5 µM]	3%[11.6 µM]	x
CC(C)c1ccccc1OCCNC(=S)NC(=O)c1cccnc1	-20%	17%[10 µM]	-19%	-8%	u	u	-7%	-9%
COc1ccc(CC2(CO)CCN(Cc3ccc4nsnc4c3)CC2)cc1	-15%	-10%[10 µM]	x	-8%	-9%	4%	-1%	3%[9.22 µM]

Three entries already listed, sorted by the number in KDM4E inh, highest first.
compound,KDM4E inh,Tau ThT inhib,ALDH1A1 block,Tau fibril FP,HTT aggregate
Cc1cc(C)nc(N(C#N)CN2C(=O)c3ccccc3S2(=O)=O)n1,23%,u,u,-13%,13%
CS(=O)(=O)N1CCN(c2ccc(NC(=O)c3cccnc3Cl)cc2)CC1,6%,-1%,2%,0%,u
COc1ccccc1N1CCN(C(=O)c2cc(C3CC3)on2)CC1,-2%,-2%,-6%,3%,-6%

More records follow:
SMILES	Tau fluor cs	HTT cytoprotect	SMN2 splice up	KDM4E inh	Tau ThT inhib	ALDH1A1 block	Tau fibril FP	HTT aggregate
Cc1ccc(C(=O)N2CCc3ccccc32)cc1NC(=O)c1ccco1	-6%	4%[10 µM]	-10%	0%	-4%	-12%	-9%	5%
Cc1cc(Cl)ccc1OCC(=O)Nc1ccccc1NS(=O)(=O)c1cccs1	-17%	-1%[10 µM]	x	1%	-3%	x	-13%	4%[9.22 µM]
O=C(NCC1CCCO1)c1c(O)c2c([nH]c1=O)CCCC2 (stereo unspecified)	2%	-1%[10 µM]	-15%	u	-9%	u	0%	-12%
COc1cccc(-c2cc(C(=O)Nc3ccccc3SC)no2)c1	-13%	3%	16%	-15%	-24%	7%	-12%	-1%
Cc1ccccc1OCCCn1c(CCNC(=O)C2CCCCC2)nc2ccccc21	-10%	x	-16%	x	u	x	0%	x
COC(=O)c1c(C)oc(C)c1S(=O)(=O)Nc1ccc(C(C)C)cc1	-14%	26%[10 µM]	x	-22%	x	x	4%	21%[9.22 µM]
Cc1cc(NC(=O)c2ccco2)ncc1NC(=O)CCc1ccccc1	-1%	-14%	9%	-11%	2%	u	-5%	-23%[9.22 µM]
COC(=O)CSC1=C(C#N)C(c2ccccc2OC)C(C(=O)OC)C(=O)N1 (stereo unspecified)	-1%	-1%	-10%	-1%	-3%	5%	5%	5%
Cc1ccc(NC(=O)Cn2c(=O)n(-c3ccccc3)c(=O)c3ccc(C(=O)NCc4ccc5c(c4)OCO5)cc32)c(C)c1	-9%	x	-15%	x	3%	x	u	x
O=C(CSc1nc2cc(Cl)ccc2s1)N1CCN(C(=O)c2ccco2)CC1	-6%	3%[10 µM]	-9%	-5%	-21%	u	-4%	10%
COC(=O)c1cccc(NC(=O)CSc2nc(=O)cc(N)n2-c2ccccc2)c1	-16%	-8%[10 µM]	-8%	-4%	-17%	u	5%	12%
CC(C)(C)NC(=O)COC(=O)c1ccccc1Nc1ccc(SC(F)F)cc1	u	24%[10 µM]	1%	u	-17%	u	-2%	u
Cc1ccc(CSCCNC(=O)c2ccc(C)cc2)cc1	-18%	-1%	0%	-12%	-15%	u	-9%	-5%
O=C(/C(=C/O)N=Nc1ccccc1)c1ccncc1	-19%	u	-6%	-4%	14µM*	1.3µM*	-3%	0%
CN1CC=C2C(C#N)=C(N)C(C#N)(C#N)C(c3cccc(Cl)c3Cl)C2C1 (stereo unspecified)	-25%	-10%[10 µM]	-3%	u	u	u	u	u
Cc1ccc(OCC(=O)NNC(=O)Cn2nnc(-c3ccccc3)n2)cc1	4%	-33%[inhibitor]	-6%	u	5%	4%	-9%	-2%
O=C(Nc1nnc(SCc2ccccc2)s1)c1cccs1	-14%	-6%	u	u	-1%	-7%	-3%	-2%
O=C(CCc1ccccc1)Nc1ccc(N2CCOCC2)c(Cl)c1	-21%	5%[10 µM]	-8%	-1%	-21%	-6%	10%	-14%
NS(=O)(=O)c1ccc(N2N=C(c3ccccc3)CC2c2ccccc2)cc1 (stereo unspecified)	u	42%[10 µM]	15%	u	-15%	u	6%	11%
Cc1ccc(NC(=O)c2oc(=O)c3ccccc3c2-c2ccccc2)c(C)c1	6%	11%[10 µM]	-24%	2%	-1%	-15%	-4%	u

Of the compounds above, these contain a thiophene ring, fused or not:
SMILES	Tau fluor cs	HTT cytoprotect	SMN2 splice up	KDM4E inh	Tau ThT inhib	ALDH1A1 block	Tau fibril FP	HTT aggregate
Cc1cc(Cl)ccc1OCC(=O)Nc1ccccc1NS(=O)(=O)c1cccs1	-17%	-1%[10 µM]	x	1%	-3%	x	-13%	4%[9.22 µM]
O=C(Nc1nnc(SCc2ccccc2)s1)c1cccs1	-14%	-6%	u	u	-1%	-7%	-3%	-2%

Structures above printed as active in ALDH1A1 block:
smiles,KDM4E inh,Tau ThT inhib,ALDH1A1 block,Tau fibril FP,HTT aggregate
O=C(C1=NN[C@@H]2C(=O)N(c3cccc(F)c3)C(=O)[C@H]12)c1cnccn1,u,u,6.3µM*,-7%,6%[9.22 µM]
O=C(/C(=C/O)N=Nc1ccccc1)c1ccncc1,-4%,14µM*,1.3µM*,-3%,0%

The list continues.
SMILES	Tau fluor cs	HTT cytoprotect	SMN2 splice up	KDM4E inh	Tau ThT inhib	ALDH1A1 block	Tau fibril FP	HTT aggregate
CCCN(CCC)C(=O)Cn1c(=O)c2ccccc2n2c(=S)sc(-c3ccccc3C)c12	-11%	x	-32%[inhibitor]	6%	u	3%	7%	2%
COc1ccc(/C=C/C(=O)NCCc2ccc(S(N)(=O)=O)cc2)cc1	-20%	x	8%	-2%	u	10µM*	u	-4%
CCCc1ncc(C(O)c2ccccc2OC)n1C (stereo unspecified)	3%	-19%	-33%[inhibitor]	10%	5%	3%	8%	-11%
COc1ccc(NC(=O)N2CCC(c3ccccc3)C2)c(OC)c1 (stereo unspecified)	-5%	-22%	3%	3%	-9%	5%	4%	13%
CCn1c(=O)c2cc(S(=O)(=O)NCc3ccccc3)ccc2n(CC)c1=O	2%	-18%	x	0%	8%	1%	3%	-18%
CCOC(=O)c1c(C)c(-c2ccccc2)n(CC(=O)N2CCCC2)c1C	-12%	-9%	-19%	3%	u	2%	4%	-6%
O=C(c1cc(-c2ccc(Cl)c(Cl)c2)on1)N1CCN(c2ccccc2)CC1	-12%	-14%	-2%	-2%	u	4%	-12%	11%
CCCCCCCC1=Cc2ccccc2C(CC(=O)c2ccccc2)N1C(=O)OC (stereo unspecified)	8%[11.6 µM]	-19%[10 µM]	-6%[9.22 µM]	5%[11.4 µM]	12%[11.5 µM]	1%[13.5 µM]	4%[11.6 µM]	x
S=C(Nc1ccc(Cl)cc1)Nc1cccc2cnccc12	u	x	-36%[inhibitor]	14µM*	25µM*	18µM*	u	u
NC1=NC(=O)/C(=C\C=C\c2ccccc2)S1	8%	21%[10 µM]	20%	-7%	-20%	9%	10%	21%

Screening data: PubChem BioAssay, National Center for Advancing Translational Sciences (NCATS)
